Screening results deposited in PubChem by National Center for Advancing Translational Sciences (NCATS).
MCF10A rerep = inducers of DNA re-replication in MCF 10A breast cells | Potency, µM (top dose mostly 46.1 µM), for inactives: at the highest dose activity, positive = re-replication, usual class: activators | AID 624296 | MCF 10A DNA re-replication, Hoechst nuclear intensity, 48 h | 350,000 tested, 2.9% active; also: % of control where 0% means no effect; nearly all actives have a fitted effect of over 50% in size
Nrf2 activator = Nrf2 pathway activation | AREc32 ARE-luciferase reporter (MCF7-derived line), luminescence, 24 h | Potency, µM (top dose mostly 46.1 µM), for inactives: top-dose activation, usual class: activators | 410,000 tested, 0.31% active | AID 624171; also: % of control where 0% means no effect; nearly all actives have a fitted effect of over 65% in size
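ARE activation measured as luciferase luminescence (Steady-Glo, 30 min RT) in AREc32_Fluc cells after 24 hr compound exposure at 37 deg C, 5% CO2; cells seeded overnight at 1000/well in OPTI-MEM, 5% FBS.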
Nrf2 inh = blocks Nrf2 signaling; A549 ARE-Fluc reporter, luciferase luminescence, 18-24 h; Potency, µM (highest dose often 46 µM), inactives show at the highest dose activity change, negative = inhibition, actives largely listed as inhibitors; 360,000 tested, 2.1% active; also: % is scaled to controls: 0 for no effect and ±100 for the full control effect; nearly all actives have a fitted effect of over 60% in size
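Nrf2 activity is the BugLite luminescence, read 15 min after reagent at room temperature, following CellTiter-Fluor cytotoxicity readout (30 min, 37C). Compound titrations were applied for 18-24 h to 5000 A549 ARE_Fluc cells/well in 5% FBS OPTI-MEM.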
A549 viability = A549 cytotoxicity, counter-screen for Nrf2 inhibitors; A549 ARE-Fluc cells, CellTiter-Fluor viability, 18-24 h; Potency, µM (doses to about 46 µM), for the others: at the highest dose activity change, negative = cytotoxicity, hits mostly inhibitors; 390,000 tested, 0.16% active; also: % is scaled to controls: 0 for no effect and ±100 for the full control effect
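Cytotoxicity counterscreen: CellTiter-Fluor fluorescence was measured in A549 ARE_Fluc cells after 18-24 h of compound exposure in a concentration series. The subsequent BugLite luminescent read reports ARE-luciferase activity.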
ATXN viability = viability counter-screen for ATXN expression inhibitors; S2 cells (HEK-293 line with an ATXN2-luciferase reporter) viability, CellTiter-Fluor protease fluorescence, 24 h; Potency, µM (doses to about 56.7 µM), actives largely listed as cytotoxic; 400,000 tested, 0.49% active; also: nearly all actives have a fitted effect of over 40% in size
HepG2 tox = kills HepG2 cells in TGF-b inhibitor counter-screen; HepG2 CAGA-GFP viability, ATP luminescence, 18 h; 410,000 tested, 0.76% active; Potency, µM (doses to about 46.1 µM), for the others: at the highest dose activity change, negative = cytotoxicity, hits mostly cytotoxic; also: some results filed as inactive show a strong effect at the top dose
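CellTiter-Glo luminescence gave cytotoxicity after 18 hours at 37 degrees C. The cells were HepG2 CAGA-GFP in 1% FBS DMEM, stimulated with 500 pg/mL TGF-beta after compound addition. %Activity was normalised to no-cell wells (complete cell-killing) and DMSO (no toxicity), and curves were fitted and classified.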
EPAC2 antag = EPAC2 (human) antagonism. Q8WZA2. EPAC2 GEF exchange of Rap1B-BODIPY-GDP, fluorescence. Potency, µM (series often up to 114 µM), inactives show at the highest dose activity, negative = inhibition, actives largely listed as inhibitors. 360,000 tested, 0.18% active. AID 720708; also: % is scaled to controls: 0 for no effect and ±100 for the full control effect; nearly all actives have a fitted effect of over 45% in size; many of its hits are not listed in these tables
Target sequence (Q8WZA2 whole entry, looked up): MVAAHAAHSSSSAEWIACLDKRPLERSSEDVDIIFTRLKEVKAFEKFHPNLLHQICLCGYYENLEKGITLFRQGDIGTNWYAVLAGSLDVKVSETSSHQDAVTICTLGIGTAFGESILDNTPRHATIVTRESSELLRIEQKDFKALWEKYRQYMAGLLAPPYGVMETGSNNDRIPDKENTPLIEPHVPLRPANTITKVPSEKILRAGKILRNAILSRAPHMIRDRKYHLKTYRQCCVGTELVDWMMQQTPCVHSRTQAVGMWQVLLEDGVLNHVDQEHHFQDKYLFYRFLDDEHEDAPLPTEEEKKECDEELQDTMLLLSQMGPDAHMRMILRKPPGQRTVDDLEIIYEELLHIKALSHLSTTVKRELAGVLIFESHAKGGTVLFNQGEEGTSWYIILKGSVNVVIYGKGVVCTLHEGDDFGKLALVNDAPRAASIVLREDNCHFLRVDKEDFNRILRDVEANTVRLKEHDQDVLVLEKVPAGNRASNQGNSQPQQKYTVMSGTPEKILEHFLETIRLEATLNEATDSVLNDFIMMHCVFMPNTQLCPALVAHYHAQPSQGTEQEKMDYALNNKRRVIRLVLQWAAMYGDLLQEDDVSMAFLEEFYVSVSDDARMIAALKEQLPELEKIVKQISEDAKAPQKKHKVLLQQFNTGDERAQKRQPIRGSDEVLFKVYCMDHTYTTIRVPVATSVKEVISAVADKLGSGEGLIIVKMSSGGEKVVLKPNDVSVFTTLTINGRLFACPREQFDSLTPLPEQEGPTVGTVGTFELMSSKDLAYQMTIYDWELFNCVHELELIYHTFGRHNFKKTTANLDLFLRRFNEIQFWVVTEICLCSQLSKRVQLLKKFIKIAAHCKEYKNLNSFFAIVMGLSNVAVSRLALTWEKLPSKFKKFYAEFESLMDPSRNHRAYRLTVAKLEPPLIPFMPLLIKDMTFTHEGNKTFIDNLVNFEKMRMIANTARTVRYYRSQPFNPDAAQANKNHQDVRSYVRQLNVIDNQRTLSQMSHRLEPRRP
TGFb SMAD3 inh = blocks TGF-b signaling; HepG2 CAGA-GFP TGF-b/SMAD3 reporter, GFP fluorescence, 18 h; TGF-beta stimulated, 500 pg/mL final; Potency, µM (doses to about 46.1 µM), for the others: top-dose activity, negative = inhibition, most hits filed as inhibitors; 410,000 tested, 1.2% active; AID 588855; also: % is scaled to controls: 0 for no effect and ±100 for the full control effect; nearly all actives have a fitted effect of over 65% in size
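Inhibition was scored as loss of TGF-beta-induced (500 pg/mL final, 18 hours, 37 degrees C) GFP in HEPG2 cells carrying a CAGA-GFP reporter, in DMEM with 1% FBS. Well GFP was summed per cell; Activity was normalised to unstimulated and stimulated DMSO wells, then concentration-response fitting.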
ATXN2 expr inh = ATXN2 expression inhibition | HEK-293 ATXN2-luciferase reporter, luminescence, 24 h | Potency, µM (series often up to 57 µM), for the others: at the top dose activity change, negative = inhibition, usual class: inhibitors | 360,000 tested, 0.72% active | AID 1745845; also: % is scaled to controls: 0 for no effect and ±100 for the full control effect; nearly all actives have a fitted effect of over 55% in size
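ATXN2-luciferase reporter cells (luciferase flanked by upstream and downstream ATXN2 gene portions) were treated 24 h at 37 °C with compounds at up to 57 uM. SteadyGlo luminescence gave expression; GF-AFC fluorescence gave viability.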
The depositor's hits bear a star; i = inactive; ? = inconclusive; · = not tested or not shown; [ ] = another dose, or the depositor's remark. Calls follow the shape of the dose curve; as a rule, active = well fitted curve in the direction sought with a large enough effect; inconclusive = small, poorly fitted or top-dose-only effect, or another doubt; inactive = no such curve, though single readings can be large; an effect the other way counts as inactive or inconclusive. Potency is read from the fitted curve at half-maximal effect. Only part of the results is shown; rates above refer to the full screens.

Compound,A549 viability,ATXN viability,HepG2 tox,MCF10A rerep,TGFb SMAD3 inh,Nrf2 inh,ATXN2 expr inh,Nrf2 activator,EPAC2 antag
COc1ccc(C(=O)N2CCC(C(=O)Nc3ccccc3OC)CC2)cc1,-3.7%,?,-3.8%,-2.5%,-24.8%,-2.8%,-1.9%,-0.3%,6.0%
COc1ccc(S(=O)(=O)N2CCC[C@H]2C(=O)N2CCC[C@H]2C(=O)NCc2ccccn2)cc1C,·,i,·,·,·,·,18.5%,0.3%,-5.9%
CCCN1CCC(=O)N([C@H](CSc2ccc(OC)cc2)Cc2ccccc2)CC1,-4.2%,i,-31.6%,2.6%,?,18.6%,-1.7%,0.6%,-5.4%
Cc1ccc(CN2CCN(Cc3ccccn3)CC2CCO)cc1 (centres undefined),-6.2%,i,5.2%,-4.3%,0.8%,-0.5%,-4.9%,-0.3%,1.5%
CCOc1ccccc1NC(=O)CN1C(=O)COc2ccc(S(=O)(=O)Nc3ccccc3)cc21,-2.7%,?,-10.9%,·,?,-8.7%,-11.5%,1.5%,·
CCCCC(=O)N(C)c1c(C)nc2ccc(C(=O)NCc3ccccc3OC)cn12,·,i,-2.3%,·,-1.6%,·,-1.7%,-0.9%,16.2%
CC(C)Oc1ccc(C(=O)Nc2nc3ccccc3[nH]2)cc1,-8.8%,i,-21.2%,17.0%,1.7%,·,4.47µM*,-0.9%,-2.7%
CCCCCC(=O)Nc1nnn(CCC)n1,9.5%,i,14.1%,2.4%,-1.1%,8.5%,5.0%,0.4%,-2.5%
COc1ccc(-c2cc(C(=O)Nc3cc(C)n(Cc4ccc(Cl)cc4)n3)no2)cc1OC,-28.4%,?,-30.5%,?,?,4.11µM*,-31.5%,-0.2%,13.1%
CCC(NC(=O)c1ccccc1NC(=O)C(C)(C)C)C(=O)N1CCCC1 (centres undefined),7.4%,i,-12.6%,6.9%,-7.7%,-0.9%,-8.2%,-0.7%,3.5%
CCOC(=O)c1cnc2c(c(C)nn2-c2ccc(C)cc2)c1Cl,1.4%,i,13.8%,?,-0.2%,0.6%,7.2%,0.6%,2.1%
COc1ccc(CCN(C)C(=O)c2cc(S(=O)(=O)N3CCCCC3)ccc2Cl)cc1OC,-11.1%,i,-2.5%,-4.9%,-27.9%,16.4µM*,-24.8%,0.8%,10.3%
CC[C@]12c3[nH]c4cc(-c5ccco5)ccc4c3CCN1C(=O)[C@@H](CC(=O)NC(C)(C)C)C[C@@H]2C(=O)N1CCN(C(=O)c2ccco2)CC1,-6.2%,i,-1.3%,-8.0%,?,21.7%,11.5%,4.4%,-6.6%
C/C=C/c1ccc(OCC(=O)OCc2csc(Nc3ccc(C)cc3)n2)c(OC)c1,3.5%,i,-21.0%,0.3%,5.8%,?,33.6%,4.3%,2.0%
C#CCn1c(=NC(=O)CN2C(=O)CCC2=O)sc2cc(S(N)(=O)=O)ccc21,4.8%,i,6.5%,1.7%,38.8%[activator],-5.4%,5.8%,-0.2%,-3.2%
C=CCNC(=O)C1CCCN(S(=O)(=O)c2ccc(-n3cnnn3)cc2)C1 (centres undefined),4.6%,i,5.2%,9.3%,21.4%,2.9%,6.7%,0.1%,4.1%
O=[N+]([O-])c1cnc2nc(-c3ccncc3)nn2c1O,-6.6%,i,-26.7%,?,0.3%,-13.2%,?,-3.5%,-5.3%
CCOC(=O)C1(C)C=C(Nc2cccc(C(=O)O)c2)C(=O)N1c1ccccc1 (centres undefined),-6.3%,i,-5.9%,·,-1.8%,?,11.7%,0.0%,·
COc1ccc(C(=O)C2CCCN(C(=O)c3cnsn3)C2)c(C)c1 (centres undefined),11.6%,i,-2.1%,-0.9%,-8.6%,-21.8%,·,4.5%,-8.9%
CCOC(=O)C1=C(N)N2C(=O)C(C)SC2=C(C(=O)OC)C1c1cccc(OC)c1 (centres undefined),5.1%,i,-18.3%,-0.5%,-0.6%,19.7%,0.6%,-0.1%,-22.3%
Cc1ccc(OCC(=O)N2CCc3ccccc32)cc1,13.7%,i,-15.1%,17.5%,-20.6%,?,0.0%,3.6%,-8.2%
COc1cc(/C=C2/SC(=NCc3ccccc3)N(Cc3ccccc3)C2=O)ccc1O,-4.8%,i,-104.9%,5.8µM*,?,1.0%,-25.2%,-0.5%,0.4%
CCCn1c(=O)c2ccccc2n2c(SCCOc3ccc(C)cc3)nnc12,-5.1%,i,10.4%,-2.9%,-3.6%,-9.3%,-4.8%,-0.9%,1.1%
CCc1ccc([C@@H]2CC=C(C(=O)O)[C@H](c3ccccc3)N2S(=O)(=O)c2ccc(C)cc2)cc1,-7.8%,i,-4.8%,-0.4%,-4.3%,3.1%,9.6%,-0.7%,-17.1%
CCC(CC)n1[nH]c(=O)c2c(C)cc(C)nc21,-3.4%,i,-0.1%,-0.7%,-14.0%,11.9%,1.7%,-1.2%,-1.9%
CCOc1ccc(-c2c(C(=O)N/N=C(\C)c3cccs3)nnn2-c2nonc2N)cc1,-0.9%,i,8.3%,2.1%,2.1%,-17.7%,-2.5%,4.9%,-5.6%
O=C1c2cccc3cccc(c23)C(=O)N1c1nncs1,0.4%,i,12.4%,8.0%,12.0%,1.2%,-3.2%,-2.2%,10.3%
Cc1ccc(NP(=O)(c2ccc(N(C)C)cc2NC(=O)c2cccs2)N2CCOCC2)cc1Cl (centres undefined),-18.2%,i,2.4%,2.8%,2.2%,-7.0%,3.2%,10.6%,10.2%
CCOC(=O)c1[nH]c(C)c(C(=O)NCC2CCCO2)c1C (centres undefined),-3.4%,i,6.3%,·,17.0%,0.4%,2.4%,-0.9%,-0.2%
CCOc1ccc(Br)cc1CNCCSc1nnnn1-c1ccccc1,12.5%,?,-46.1%,·,?,10.2%,0.0%,-0.5%,·

An excerpt from above in order of the EPAC2 antag value, lowest first.
canonical_smiles	EPAC2 antag
CC[C@]12c3[nH]c4cc(-c5ccco5)ccc4c3CCN1C(=O)[C@@H](CC(=O)NC(C)(C)C)C[C@@H]2C(=O)N1CCN(C(=O)c2ccco2)CC1	-6.6%
C/C=C/c1ccc(OCC(=O)OCc2csc(Nc3ccc(C)cc3)n2)c(OC)c1	2.0%
COc1ccc(CCN(C)C(=O)c2cc(S(=O)(=O)N3CCCCC3)ccc2Cl)cc1OC	10.3%
COc1ccc(-c2cc(C(=O)Nc3cc(C)n(Cc4ccc(Cl)cc4)n3)no2)cc1OC	13.1%

Full records from above. Order of values: A549 viability	ATXN viability	HepG2 tox	MCF10A rerep	TGFb SMAD3 inh	Nrf2 inh	ATXN2 expr inh	Nrf2 activator	EPAC2 antag
Cc1ccc(OCC(=O)N2CCc3ccccc32)cc1 reads 13.7%	i	-15.1%	17.5%	-20.6%	?	0.0%	3.6%	-8.2%
CC(C)Oc1ccc(C(=O)Nc2nc3ccccc3[nH]2)cc1 reads -8.8%	i	-21.2%	17.0%	1.7%	·	4.47µM*	-0.9%	-2.7%

(cont.)
Compound,A549 viability,ATXN viability,HepG2 tox,MCF10A rerep,TGFb SMAD3 inh,Nrf2 inh,ATXN2 expr inh,Nrf2 activator,EPAC2 antag
O=C(CSc1nc(=O)n2ccccc2n1)N1CCCc2ccccc21,0.4%,i,-0.9%,-1.5%,27.4%,9.2%,-1.3%,6.0%,-1.5%
Cc1ccc(CC(=O)NNC(=O)c2ccncc2)cc1C,-2.6%,i,-45.7%,0.0%,-6.4%,9.3%,-9.8%,0.0%,0.4%
CC(C)NC(=O)CN1CCN(Cc2nc(C(c3ccccc3)c3ccccc3)no2)CC1,1.3%,i,1.3%,-0.6%,-18.6%,-5.2%,-12.6%,0.3%,10.1%
COc1cc(Cl)ccc1NC(=S)N(CCCN1CCOCC1)Cc1cn(C)c2ccccc12,?,i,3.1%,?,-8.3%,-9.1%,?,8.0%,6.8%
CC(=O)N1CCc2cc(S(=O)(=O)NCCC(=O)NCCc3ccc(Cl)cc3)ccc21,-14.3%,i,-1.3%,3.5%,-11.6%,?,-25.7%,-0.5%,-5.6%
Cc1ccc(-c2nnc(Nc3ccc(OCC(N)=O)cc3)c3ccccc23)cc1S(N)(=O)=O,2.0%,i,10.1%,-0.1%,2.5%,15.3%,-6.3%,-0.6%,0.6%
Cc1ccc(N=Cc2c(O)cc(C)oc2=O)c(C)c1,2.2%,i,13.2%,-3.4%,0.0%,23.9%,-18.2%,0.0%,3.9%
O=C(Nc1ccc(O)c(C(=O)O)c1)Oc1ccccc1,4.1%,i,-5.4%,0.0%,-16.9%,-9.1%,·,-0.3%,4.7%
Cc1ccc(S(=O)(=O)c2cnc(SCC(=O)Nc3cccc(Cl)c3)nc2N)cc1C,4.0%,?,-3.4%,·,?,17.8%[9.27 µM],?,0.7%,·
CCc1ccc([C@@H]2C[C@H]3[C@@H](CN2S(=O)(=O)c2ccc(C)cc2)C(=O)C[C@@H](c2ccccc2F)N3S(=O)(=O)c2ccc(C)cc2)cc1,·,i,-3.0%,·,-2.7%,·,0.6%,-1.1%,10.5%
CC(=O)Nc1nonc1NC(=O)CSc1nc2ccccc2o1,-2.7%,i,1.8%,-3.0%,0.0%,5.9%,-1.3%,-0.2%,17.5%
CC(=O)Nc1ccc(NC(=O)c2ccc3c(c2)CCN3S(=O)(=O)c2ccc(C)cc2)cc1,-1.3%,i,-2.9%,·,-15.7%,-8.2%,-6.0%,0.0%,·
COc1cc(Cl)c(S(=O)(=O)NCCN2CCOCC2)cc1Cl,-1.5%,i,-5.1%,4.3%,10.4%,9.5%,6.6%,-0.6%,-4.2%
CC(C)CN1CCC(CNC(=O)CCc2nnc(Cc3c[nH]c4ccccc34)o2)CC1,2.6%,i,-5.0%,-1.6%,-1.9%,6.3%,-11.9%[11.3 µM],-0.6%,9.4%
